# Bioassay records as filed in PubChem.
# HTR1A agonist = human 5-HT1a receptor agonists, primary screen, cell-based, CHO, Ga15 NFAT-bla reporter; 5-hydroxytryptamine receptor 1A (Homo sapiens), P08908; CHO 5-HT1a Ga15 NFAT-bla reporter, FRET ratio; 0% basal, 100% maximal reference agonist; activation, % at 10 µM; hit rate 0.56% among 65,000;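 active means activation above the screen-wide mean activation plus 3 SD, cut at about 19% in these data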;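 further: 0% = DMSO wells and 100% = 5-CT at EC100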
# Target sequence (P08908 whole entry, looked up): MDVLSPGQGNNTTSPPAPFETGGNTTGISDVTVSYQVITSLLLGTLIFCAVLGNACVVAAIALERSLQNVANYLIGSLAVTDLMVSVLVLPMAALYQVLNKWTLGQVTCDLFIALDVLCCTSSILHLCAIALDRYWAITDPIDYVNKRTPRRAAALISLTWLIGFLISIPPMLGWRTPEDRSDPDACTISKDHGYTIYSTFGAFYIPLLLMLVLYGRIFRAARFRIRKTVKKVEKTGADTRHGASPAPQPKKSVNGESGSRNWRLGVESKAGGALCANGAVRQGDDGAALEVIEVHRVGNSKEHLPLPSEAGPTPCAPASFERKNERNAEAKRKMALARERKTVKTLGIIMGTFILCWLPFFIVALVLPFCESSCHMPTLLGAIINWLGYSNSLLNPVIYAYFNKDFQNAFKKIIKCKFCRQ
# Cdc25B block = inhibitors of Cdc25B phosphatase catalytic domain, primary screen, biochemical, OMFP fluorescence; M-phase inducer phosphatase 2 (Homo sapiens), P30305; recombinant Cdc25B, OMFP fluorescence Ex485/Em525; inhibition, %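 (compounds tested at 10 µM final in the well)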; hit rate 0.1% among 65,000; AID 368, 2006; in the data active means inhibition above about 50%
# CatL block = inhibitors of human cathepsin L, biochemical. hit rate 0.17% among 58,000. inhibition, %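 (tested at 10 µM)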. Procathepsin L (Homo sapiens), P07711. AID 460, 2006. purified cathepsin L, fluorogenic substrate, fluorescence; in the data active means inhibition above about 45%;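 further: 0% = enzyme with no compound and 100% = no enzyme blank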
# FXIa mix inh = FXIa protease inhibitors in compound pools, primary screen, biochemical, 10-compound mixtures; Coagulation factor XI (Homo sapiens), P03951; purified FXIa, fluorogenic substrate, pooled mixtures; inhibition, % at 5 µM; hit rate 0.19% among 62,000;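 further: each value is inhibition by a whole ten-compound pool holding the compound; 0% = enzyme with no mixture and 100% = wells lacking enzyme; strong numbers were not always called active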
# MKP-1 inh = MKP-1 phosphatase inhibitors, primary screen, biochemical, in vitro. inhibition, %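 (compounds tested at a single concentration somewhere between 10 and 100 µM)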. hit rate 0.15% among 65,000. AID 374, 2006. recombinant MKP-1, OMFP hydrolysis fluorescence. Dual specificity protein phosphatase 1 (Homo sapiens), P28562;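 active means inhibition above about 50%, limit read from the data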;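 further: 0% = DMSO max control wells and 100% = wells with enzyme stopped by NaOH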
# Target sequence (P28562 whole entry, looked up): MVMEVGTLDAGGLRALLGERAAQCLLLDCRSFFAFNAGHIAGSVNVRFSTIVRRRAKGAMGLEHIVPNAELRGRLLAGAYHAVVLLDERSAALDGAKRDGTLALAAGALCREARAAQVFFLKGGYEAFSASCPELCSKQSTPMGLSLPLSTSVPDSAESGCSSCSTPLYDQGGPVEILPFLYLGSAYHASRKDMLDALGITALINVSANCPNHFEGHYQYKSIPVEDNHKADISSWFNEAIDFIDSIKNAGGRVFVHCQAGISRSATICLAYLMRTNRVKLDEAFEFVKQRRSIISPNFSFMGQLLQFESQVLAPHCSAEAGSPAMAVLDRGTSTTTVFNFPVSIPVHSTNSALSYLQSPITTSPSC
# FXIIa inh mix = human factor XIIa inhibitors, primary screen, biochemical, pooled compound mixtures, fluorogenic substrate; Coagulation factor XII (Homo sapiens), P00748; purified FXIIa; inhibition, % at 5 µM; hit rate 0.2% among 62,000; AID 684, 2007;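 further: 0% = enzyme without compound and 100% = no enzyme blank; some results filed as inactive read as strong as hits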
# Cathepsin G inh = human cathepsin G inhibitors, primary screen, biochemical, pooled compound mixtures, AMC fluorescence. P08311. inhibition, % at 5 µM (by protocol). hit rate 0.2% among 62,000. purified enzyme, AMC-tetrapeptide fluorescence;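 active means inhibition above 20% in each of the two mixture wells holding the compound; inactive means inhibition of 20% or less in either well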;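 further: 0% = enzyme control without mixture and 100% = blank lacking enzyme; strong numbers were not always called active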
# Target sequence (P08311 21-244 limits assumed): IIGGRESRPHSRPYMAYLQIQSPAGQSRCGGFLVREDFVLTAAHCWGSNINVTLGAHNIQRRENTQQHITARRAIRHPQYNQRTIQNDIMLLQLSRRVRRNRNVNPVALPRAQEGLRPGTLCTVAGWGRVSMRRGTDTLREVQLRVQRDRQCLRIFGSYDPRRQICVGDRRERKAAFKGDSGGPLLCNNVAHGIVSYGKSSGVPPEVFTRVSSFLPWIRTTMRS
# C1s block = complement C1s protease inhibitors, primary screen, biochemical, 10-compound mixtures | purified C1s, fluorogenic AMC substrate, pooled mixtures | mean inhibition % of two 10-compound mixtures (active compounds read high), % at 5 µM (by protocol) | hit rate 0.16% among 62,000 | AID 538, 2006;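 active means inhibition above 20% in each of the two 10-compound mixture wells holding the compound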;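 further: 0% = enzyme wells lacking compound mixture and 100% = no-enzyme blank wells; some compounds called inactive have numbers as strong as hits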
# Hsp90 inh = tumor Hsp90 inhibitors, primary screen, cell lysate, fluorescence polarization, NCI-N417 lysate. Heat shock protein HSP 90-alpha (Homo sapiens), P07900. hit rate 0.35% among 64,000. inhibition, % at 30 µM. AID 429, 2006. Cy3B-geldanamycin FP displacement;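 active means inhibition above 50%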;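 further: 0% = tracer plus lysate wells and 100% = tracer alone without lysate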
# * marks the source's active call; other numbers are inactive results; i = inactive; x = not tested or not shown. Unless noted, no stated cut-off is given here; in the data, active means inhibition above about 20% (passing the limit was not always enough); inactive means the rest. Outcome played no part in choosing rows, and some 1.6% of all compounds hit somewhere here.
No.	compound	HTR1A agonist	Cdc25B block	CatL block	FXIa mix inh	MKP-1 inh
1	Cn1c(NCc2ccco2)nc2c1c(=O)n(Cc1ccc(Br)cc1)c(=O)n2C	1.2	-1	x	2	5
2	CCCCc1nc2ccccc2c(=O)n1NC(=O)c1c(O)c2c(n(CC(C)C)c1=O)CCCC2	-1.7	-1	-3	2	-14
3	Cc1cc(C)n(-c2nnc3n2N=C(c2c[nH]c4ccccc24)CS3)n1	1.0	-26	12	-10	0
4	CCCCn1cc(SCC(=O)O)c2ccccc21	-1.1	-11	5	14	-3
5	CCOc1ccc(Cc2nc(C)c(CC(=O)N3CCCCC3)c(=O)[nH]2)cc1	-2.4	-4	-6	7	11
6	CN1C(=O)C(O)(C2COC(C)(C)CC2=O)c2ccccc21 (configuration not stated)	-3.4	5	x	6	22
7	CCCCn1c(SCC(=O)Nc2ccc3c(c2)OCO3)nc2c1c(=O)n(C)c(=O)n2C	-0.4	-11	3	2	23
8	Cc1[nH]nc2c1C1(CCN(C(=O)c3ccccc3)CC1)C(C#N)=C(N)O2	-0.8	-11	2	7	-4
9	Clc1nc(-c2n[nH]nc2Cl)n[nH]1	x	x	14	4	x
10	COc1ccc(CN2CC(C(=O)NCc3cccc(OC)c3)CC2=O)cc1 (configuration not stated)	-3.0	6	14	-4	5
11	COc1ccc(CCNS(=O)(=O)c2cccc(C(=O)O)c2)cc1OC	-1.8	-1	16	9	-7
12	COc1ccc(C(=O)Nc2ccc(N3CCN(c4ccc(OC)cc4)CC3)c(C#N)c2)cc1	-4.8	-2	-9	-5	22

No.	FXIIa inh mix	Cathepsin G inh	C1s block	Hsp90 inh
1	4	-7	-14	-10
2	8	12	12	-6
3	5	6	-21	-26
4	1	22	13	-9
5	-16	9	6	-2
6	6	-4	-1	-2
7	0	-8	-83	-1
8	-3	4	-2	-1
9	6	9	14	x
10	0	-8	-47	-1
11	6	-3	-5	1
12	7	0	-31	2

# In the list so far, 4 contain a carbonyl joined to an NH by a bond outside any ring:
No.	compound	HTR1A agonist	Cdc25B block	CatL block	FXIa mix inh	MKP-1 inh
2	CCCCc1nc2ccccc2c(=O)n1NC(=O)c1c(O)c2c(n(CC(C)C)c1=O)CCCC2	-1.7	-1	-3	2	-14
7	CCCCn1c(SCC(=O)Nc2ccc3c(c2)OCO3)nc2c1c(=O)n(C)c(=O)n2C	-0.4	-11	3	2	23
10	COc1ccc(CN2CC(C(=O)NCc3cccc(OC)c3)CC2=O)cc1 (configuration not stated)	-3.0	6	14	-4	5
12	COc1ccc(C(=O)Nc2ccc(N3CCN(c4ccc(OC)cc4)CC3)c(C#N)c2)cc1	-4.8	-2	-9	-5	22

No.	FXIIa inh mix	Cathepsin G inh	C1s block	Hsp90 inh
2	8	12	12	-6
7	0	-8	-83	-1
10	0	-8	-47	-1
12	7	0	-31	2

# More results:
No.	compound	HTR1A agonist	Cdc25B block	CatL block	FXIa mix inh	MKP-1 inh
13	O=C(NCc1ccccn1)c1cccs1	-1.7	-1	9	-5	-8
14	CCn1nc(NC(=O)c2ccncc2)c2cc3ccc(C)cc3nc21	-1.3	2	10	2	2
15	COc1cc(NC(=O)C2CCCC2)c(OC)cc1Cl	-2.9	-1	8	7	-3
16	Cc1cc(NC(=O)CSc2nc3ccccc3c(=O)n2CCCC(=O)NCc2ccco2)n[nH]1	0.3	-1	-6	6	20
17	CC(CCc1ccccc1)NC(=O)CN1CCN(Cc2ccccc2)C1=O (configuration not stated)	-1.7	-13	15	14	20
18	CC(=O)Oc1cc2c(C(C)=O)coc2c2ccccc12	0.9	3	-1	6	-6
19	CC(C)NC(=O)c1cccc(Cn2cc(Cl)cn2)c1	-1.1	0	15	7	-22
20	CCN(CC)CCN1C(=O)C(O)=C(C(=O)c2sc(C)nc2C)C1c1cccnc1 (configuration not stated)	-0.7	-4	2	6	7
21	CCCn1nnc(NC(=O)c2cc(Br)cc(Br)c2OC)n1	-4.0	-13	-8	x	50*
22	CCC(=O)Nc1cc2nn(-c3ccc(OC)cc3)nc2cc1C	-0.4	23	-54	5	11
23	CCOc1ccccc1OCC(=O)NCc1ccco1	-1.8	-10	10	-2	12
24	C=CCNc1nnc(C)c2ccccc12	1.1	-6	-3	2	-20

No.	FXIIa inh mix	Cathepsin G inh	C1s block	Hsp90 inh
13	-1	9	-6	-1
14	9	13	15	-6
15	8	-5	-36	4
16	7	11	17	-4
17	2	11	15	-1
18	6	-7	-18	-1
19	2	8	0	-2
20	0	7	-4	-24
21	x	x	x	1
22	3	-13	-57	-5
23	7	12	1	-25
24	1	-4	2	-1

# Next section.
No.	compound	HTR1A agonist	Cdc25B block	CatL block	FXIa mix inh	MKP-1 inh
25	Cn1c(SCC(=O)O)nc2ccccc2c1=O	-2.1	-16	1	5	15
26	O=C(CCS(=O)(=O)Cc1ccccc1)NCC1CCCO1 (configuration not stated)	-0.1	-7	-1	4	21
27	CCCCCCc1c(O)c2ccccc2[nH]c1=O	-4.1	-1	20	0	-11
28	COc1cccc(-n2ccnc2SCC(=O)NCc2ccccc2)c1	-2.9	-10	16	7	-2
29	O=C(NCc1cccnc1)NC1(C(F)(F)F)Oc2ccc(Cl)cc2O1 (configuration not stated)	-3.2	-10	7	23	3
30	O=C(O)C1CC(=O)N(c2ccc(F)c(F)c2)C1 (configuration not stated)	0.4	-5	19	3	-4
31	Cc1noc(C)c1CSc1nc2sc(C)c(C)c2c(=O)n1C1CCCC1	0.1	-12	x	6	15
32	CN(C)CCCNC(CC(=O)Nc1ccc(Cl)cc1)C(=O)O (configuration not stated)	-0.8	-10	7	1	-10
33	Cn1c(=O)oc2cc(S(=O)(=O)Nc3ccc4c(c3)OCO4)ccc21	-3.8	0	4	7	23
34	CN(C)S(=O)(=O)c1ccc(C(=O)Nc2ccccn2)cc1	-0.1	-10	18	1	3
35	Nc1ccc2c(c1)C(=O)N(CC1CCCO1)C2=O (configuration not stated)	0.5	-2	1	9	-2
36	CCOc1ccc2nc(NC(=O)CN3CCN(c4ccccn4)CC3)sc2c1	0.7	-3	x	3	9

No.	FXIIa inh mix	Cathepsin G inh	C1s block	Hsp90 inh
25	6	-3	-1	-4
26	4	-3	-11	-4
27	1	-4	-17	-4
28	11	0	-27	1
29	4	0	-29	48
30	0	12	15	-1
31	0	-5	-35	-3
32	8	-2	-17	-2
33	45*	6	15	46
34	-18	8	-8	-1
35	6	1	-22	5
36	-10	12	1	-5

# (more compounds)
No.	compound	HTR1A agonist	Cdc25B block	CatL block	FXIa mix inh	MKP-1 inh
37	CCOC(=O)N1CCC(NC(=O)c2sc3nc4n(c(=O)c3c2C)CCCC4)CC1	0.3	-2	14	1	24
38	CCOC(=O)c1ccc(NC(=O)C2CCN(S(=O)(=O)c3ccccc3)CC2)cc1	1.2	-37	8	2	0
39	O=C1CC2CS(=O)(=O)CC2N1C1CCCCC1 (configuration not stated)	1.5	-2	-2	11	-7
40	CCOC(=O)N1CCC(c2cc(=O)n3[nH]cc(C(=O)OC)c3n2)CC1	-1.2	9	5	7	1
41	COC(=O)c1nnn(CC(=O)Nc2cccc(OC)c2)c1C(=O)OC	-0.6	4	x	4	-3
42	COc1ccccc1S(=O)(=O)Cc1ccc(C(=O)NCc2ccc3c(c2)OCO3)o1	-1.3	1	x	16	9
43	O=C(CSc1nnc(-c2ccc(O)cc2)o1)N1CCOCC1	-1.1	-14	8	9	-4
44	O=C(O)c1[nH]c2ccc(Cl)cc2c1CC(=O)N1CCN(C(=O)c2ccco2)CC1	-2.0	-5	2	0	13
45	CC1CCN(CCCNC(=O)C2CCC(=O)N2C2CCCC2)CC1 (configuration not stated)	-1.3	-3	11	-6	-3
46	O=C(Nc1ccc(OC(F)F)c(Cl)c1)Nc1ccc2c(c1)OCO2	-1.9	0	5	-1	5
47	CC1(C)CC(=O)C2=C(C1)Nc1nc(SCCN3CCOCC3)[nH]c(=O)c1C2c1cccs1 (configuration not stated)	-1.7	7	1	-9	14
48	Cc1cc2oc(=O)cc(CN3CCCCC3C)c2c(C)c1Cl (configuration not stated)	1.1	-2	-8	9	-19

No.	FXIIa inh mix	Cathepsin G inh	C1s block	Hsp90 inh
37	2	-11	-83	1
38	1	8	6	-1
39	-16	2	1	-3
40	0	27	0	1
41	2	13	12	-6
42	-5	-4	-4	3
43	7	0	-4	-2
44	0	-1	4	-1
45	2	5	-36	0
46	-1	11	10	-4
47	9	-5	-18	-2
48	18	11	8	0

# Structures above containing two or more sulfur atoms, in the order listed:
No.	compound	HTR1A agonist	Cdc25B block	CatL block	FXIa mix inh	MKP-1 inh
31	Cc1noc(C)c1CSc1nc2sc(C)c(C)c2c(=O)n1C1CCCC1	0.1	-12	x	6	15
47	CC1(C)CC(=O)C2=C(C1)Nc1nc(SCCN3CCOCC3)[nH]c(=O)c1C2c1cccs1 (configuration not stated)	-1.7	7	1	-9	14

No.	FXIIa inh mix	Cathepsin G inh	C1s block	Hsp90 inh
31	0	-5	-35	-3
47	9	-5	-18	-2

# Following part
No.	compound	HTR1A agonist	Cdc25B block	CatL block	FXIa mix inh	MKP-1 inh
49	COc1ccc(S(=O)(=O)n2cnc3cc(C)c(C)cc32)cc1C	0.8	-15	x	x	7
50	CC(=O)NC(Cc1ccccc1C)C(=O)NC1CCN(c2c3c(nc4ncnn24)CCC3)CC1 (configuration not stated)	-2.8	4	2	1	-13
51	CC(C)c1ccc(C2CC(=O)N3CN(C)CSC3=C2C#N)cc1 (configuration not stated)	2.1	-3	10	-7	-3
52	Cc1ccc2nc3c(cc(C#N)c(=O)n3CC3CCCO3)c(=O)n2c1 (configuration not stated)	6.7	6	i	-51	22
53	COc1ccc(NC(=O)c2cc3cc(OC)ccc3oc2=N)cc1	-5.6	-15	-8	5	-3
54	O=C(CSc1ncnc2ccccc12)N1CCN(c2ccccc2)CC1	-4.5	-5	3	-16	4
55	CCCCN(Cc1cc2cc(OC)ccc2[nH]c1=O)C(=O)COc1ccccc1	-2.2	-8	-3	-2	17
56	O=C(Nc1cccc(S(=O)(=O)C(F)F)c1)c1ccc(Cl)c(S(=O)(=O)N2CCOCC2)c1	0.6	-1	8	-4	-1
57	CCc1ccc(-c2nc(CN3CCC(C(=O)NCc4ccco4)CC3)c(C)o2)cc1	-3.7	-11	2	3	35
58	CCn1c2ccccc2c2cc(NC(=O)CSc3nnc(-c4ccccc4OC)n3N)ccc21	2.4	3	-14	-1	24
59	Cc1nc(NS(=O)(=O)c2ccccc2)sc1NC(=O)OC(C)C	-2.1	-7	2	4	-21
60	c1ccc(Cc2nn3c(Cn4nnc5ccccc54)nnc3s2)cc1	-2.2	-1	13	-3	-10
61	Cc1ccnc(N2CCC(C(=O)Nc3cccc(C(F)(F)F)c3)CC2)n1	-0.8	10	2	2	8

No.	FXIIa inh mix	Cathepsin G inh	C1s block	Hsp90 inh
49	x	x	x	-4
50	-1	1	-1	-1
51	1	8	5	-4
52	2	-33	-180	-6
53	2	-2	-3	0
54	6	-12	-48	-4
55	-2	-2	-7	-7
56	1	4	-16	-1
57	3	5	-10	-3
58	9	5	-12	-2
59	0	10	-153	3
60	3	0	-2	-4
61	10	9	12	-1
